High-throughput results from PubChem BioAssay.
RAM network inh = blocks the yeast RAM network | inhibition, % at 50 µM | hit rate 1.8% among 190,000 | AID 868 | S. cerevisiae dse1pr::URA3 reporter, 5-FOA growth OD615, 2 d; analog-sensitive cbk1-as2 kinase mutant strain;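 active = inhibition above a set limit, 3 SD over mean compound inhibition, cut at about 8.4% in these data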;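 also: 0% = DMSO-only wells with no growth and 100% = 10 µM 1-NA-PP1 full growth; inhibition rescues growth on 5-FOA so higher OD means more RAM inhibition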
APP transl inh = APP translation inhibition | SH-SY5Y APP 5'UTR-luciferase reporter, luminescence | hit rate 0.82% among 190,000 | AID 1285 | inhibition, % at 2 µM;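 active = inhibition above a set limit, derived from the sample mean plus 3 SD, cut at about 45% in these data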; also: values of inactives mirror those of a sister screen read the other way
Hsp70 act = transcriptional activators of Hsp70. HeLa Hsp70 promoter luciferase reporter, luminescence; scaled: vehicle 0, proteasome-inhibitor control 100%. activation, % at 10 µM. hit rate 0.04% among 200,000. AID 1203;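 active = activation above the mean across all tested compounds plus 3 SD, cutoff set per campaign, cut at about 5.5% in these data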;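 also: 100% = MG132 at 30 µM as the positive control and 0% = DMSO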
STAT1 act = activators of IFN-gamma induced STAT1 signaling; NIH 3T3 STAT1-luciferase reporter, luminescence; 100% = IFN-gamma alone, no compound; activation (% of control), % at 5.5 µM; hit rate 2.6% among 200,000; AID 932;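 active = activation above the screen-wide mean activation plus 3 SD, cut at about 130% in these data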;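 also: raw ratio to IFN-gamma control signal so 100% means no change and 0% no light; values of inactives mirror those of a sister screen read the other way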
NF-kB expr up = raises NF-kB expression in human neuronal cells; NF-kB reporter expression; stronger effect = higher value; fold change at 12.5 µM; hit rate 1.6% among 190,000; in the data active = fold change above about 3.3
STAT3 inh = reduces IL-6 driven STAT3 reporter signal; inhibition, % at 5.5 µM; hit rate 0.89% among 190,000; AID 862; U3A cells, IL-6 STAT3-luciferase reporter, luminescence; host cell line lacks STAT1;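 active = inhibition above the mean inhibition across all screened compounds plus 3 SD, cut at about 44% in these data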;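 also: 0% = DMSO only wells and 100% = 100 µM nifuroxazide control wells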
APP 5'UTR act = activates APP 5'UTR luciferase reporter; activation, % at 2 µM; SH-SY5Y APP 5'UTR luciferase reporter, luminescence; zero percent = DMSO vehicle wells; hit rate 1% among 190,000;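 active = activation above a set limit, based on mean plus 3 SD of controls, cut at about 140% in these data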; also: values of inactives mirror those of a sister screen read the other way
STAT3 activator = increases IL-6 driven STAT3 reporter signal | U3A cells, IL-6 STAT3-luciferase reporter, luminescence; 100% = signal with IL-6 EC80 alone | activation (% of control), % at 5.6 µM | hit rate 0.91% among 190,000 | AID 871;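 active = activation above the screen-wide mean of compound activation plus 3 SD, cut at about 130% in these data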;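 also: 0% = background luminescence of wells with medium and substrate only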
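Test system: human U3A cells carrying STAT3-luciferase construct; control set: IL-6-only wells as 100% reference; timing: compound pre-incubation 1 h before IL-6, then 6 h stimulation at 37 °C; also added: IL-6 stimulus at 33 ng/mL final; evaluation: % activation versus median of IL-6-stimulated wells; detection: reporter luminescence signal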
STAT1 inh = reduces IFN-gamma driven STAT1 reporter signal. NIH 3T3 STAT1-luciferase reporter, luminescence. inhibition, % at 5.5 µM. hit rate 0.35% among 200,000. AID 920;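 active = inhibition above a set limit, the mean inhibition across all tested compounds plus 3 SD, cut at about 34% in these data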;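 also: 0% = IFN-gamma with DMSO and 100% = IFN-gamma with 300 µM nifuroxazide; values of inactives mirror those of a sister screen read the other way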
FLuc inh counter = inhibits firefly luciferase, flagging false hits in luciferase inhibition screens; P08659; ATPLite firefly luciferase biochemical luminescence, 10 min; inhibition, % at 10 µM; hit rate 1.5% among 200,000; AID 1006;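 active = inhibition above about 50% when tested at 10 µM, limit read from the data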
Target sequence (P08659 whole entry, looked up): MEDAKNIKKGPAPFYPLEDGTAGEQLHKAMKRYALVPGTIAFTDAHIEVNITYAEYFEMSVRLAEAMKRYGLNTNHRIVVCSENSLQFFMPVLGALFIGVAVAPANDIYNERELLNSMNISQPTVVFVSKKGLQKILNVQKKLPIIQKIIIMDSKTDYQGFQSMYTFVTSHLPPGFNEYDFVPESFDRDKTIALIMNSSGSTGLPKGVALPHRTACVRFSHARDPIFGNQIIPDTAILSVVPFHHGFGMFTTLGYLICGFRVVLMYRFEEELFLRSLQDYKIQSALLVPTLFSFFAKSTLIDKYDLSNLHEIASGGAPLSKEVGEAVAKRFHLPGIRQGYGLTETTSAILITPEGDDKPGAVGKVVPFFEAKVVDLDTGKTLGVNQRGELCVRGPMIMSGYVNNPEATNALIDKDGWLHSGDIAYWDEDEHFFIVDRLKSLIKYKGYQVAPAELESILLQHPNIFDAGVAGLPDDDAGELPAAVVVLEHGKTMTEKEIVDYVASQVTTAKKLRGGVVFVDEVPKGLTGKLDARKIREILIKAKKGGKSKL
Starred values were filed as active, the others as inactive; . = no result given.

SMILES	RAM network inh	APP transl inh	Hsp70 act	STAT1 act	NF-kB expr up	STAT3 inh	APP 5'UTR act	STAT3 activator	STAT1 inh	FLuc inh counter
COc1ccccc1C1C(C(N)=O)=C(C)Nc2nc(-c3ccc(Cl)cc3)nn21 (stereo not drawn)	0.2	0	-0.1	99	1.1	18	0	92	1	-3
Cc1nn(CC(=O)NCCCc2ccccc2)c(C)c1[N+](=O)[O-]	4.1	-12	-0.3	95	1.2	4	12	103	4	-5
CC1Cc2ccccc2N1C(=O)CCNS(=O)(=O)c1cccc2nsnc12 (stereo not drawn)	2.5	-7	-0.3	92	1.1	-5	7	107	9	-10
COC(=O)c1ccccc1NC(=O)c1cc2ncc(Br)cn2n1	0.8	6	-0.3	101	1.1	13	-6	93	-1	-5
CCCN(CCC)CCCNC(=O)CN1C(=O)CSc2ccc(S(=O)(=O)N3CCOCC3)cc21	0.8	4	-0.2	99	1.4	0	-4	102	-1	-4
CCOc1ccc(S(=O)(=O)Nc2ccc(S(=O)(=O)N3CCOCC3)cc2)cc1	0.3	13	-0.3	102	1	-3	-13	102	-3	-1
C=CCn1c(C)cc(C(=O)Cn2c(C(C)O)nc3ccccc32)c1C (stereo not drawn)	-0.2	-11	0.6	98	0.79	5	11	98	2	4
O=C(NC1CCCCCCC1)c1c(O)c2ccccc2[nH]c1=O	0.6	-60	-0.3	94	1.5	12	60	94	4	20
C/C=C/C(=O)OCC(=O)Nc1ccc(C)c(S(=O)(=O)N(C)C)c1	-0.2	-17	0.1	96	1	5	17	97	3	-4
Cc1cc(C)n(-c2ccc(C(=O)Nc3cc(S(=O)(=O)N(C)C)ccc3Cl)cc2)n1	4.3	-2	-0.4	95	0.67	10	2	88	6	-4
COc1ccc2c(c1)cc(C(O)c1ccccn1)n2S(=O)(=O)c1ccccc1 (stereo not drawn)	1.3	-13	-0.4	103	0.78	-10	13	106	0	-4
O=c1c2ccccc2nc2n1C(CSc1ccccc1)CS2 (stereo not drawn)	-0.9	-17	0.1	94	1.1	8	17	102	5	-9
Cc1cccc(/C=N/Nc2nncc3ccccc23)c1	0.5	-208	-0.2	51	1.1	84*	208*	32	52*	94*
COc1ccc(N2CCN(C(=O)CNC(=O)Cn3c(C)cc4ccccc4c3=O)CC2)cc1	3.9	8	-0.2	89	1.1	2	-8	102	12	-5
FC(F)(F)c1cc(-c2cccs2)nc2nc(N3CCOCC3)sc12	0.3	-14	-0.1	102	0.99	14	14	93	-1	2
O=C(NNc1nc(-c2ccccc2)c2cc(Br)ccc2n1)c1ccc(S(=O)(=O)N2CCOCC2)cc1	7.1	-18	-0.2	113	0.64	-7	18	103	-14	-7
CCOC(=O)c1cc(C)[nH]c(=S)c1C#N	4.2	-5	-0.2	108	1	-4	5	105	-9	11
CCn1cc(C(=O)Nc2nnc(C)s2)c(=O)c2cc(F)c(N3CCN(C(=O)c4ccco4)CC3)cc21	.	-8	-0.4	95	.	8	8	95	6	.
Cc1ccc(CN2C(=O)CCC2C(=O)NCc2cccnc2)cc1 (stereo not drawn)	0.4	2	-0.3	101	1	0	-2	103	-1	-4
Cc1ccc(/C(O)=C2/C(=O)C(=O)N(Cc3ccco3)C2c2cccs2)cc1 (stereo not drawn)	2.6	-35	-0.4	103	1.5	16	35	92	-4	23
Cn1ncc(-c2ccno2)c1C(=O)O	1.3	-32	-0.1	102	0.91	7	32	104	-3	-8
COc1ccc(NC(=O)N2CCCC(C(=O)NC(C)C)C2)cc1 (stereo not drawn)	0.9	1	0.4	100	1.3	-2	-1	104	0	-7
CCOC(=O)Cc1csc(NC(=O)C2CCCN(S(=O)(=O)c3cnc[nH]3)C2)n1 (stereo not drawn)	-1.2	-15	-0.3	104	1	3	15	105	-5	-6
Cc1ccc(NC(=O)c2cc(S(=O)(=O)c3ccccc3)ccc2Cl)cc1	0.7	-2	-0.2	100	1.3	6	2	95	-1	-4

Of the compounds above, these contain a furan ring, fused or not.
SMILES	RAM network inh	APP transl inh	Hsp70 act	STAT1 act	NF-kB expr up	STAT3 inh	APP 5'UTR act	STAT3 activator	STAT1 inh	FLuc inh counter
CCn1cc(C(=O)Nc2nnc(C)s2)c(=O)c2cc(F)c(N3CCN(C(=O)c4ccco4)CC3)cc21	.	-8	-0.4	95	.	8	8	95	6	.
Cc1ccc(/C(O)=C2/C(=O)C(=O)N(Cc3ccco3)C2c2cccs2)cc1 (stereo not drawn)	2.6	-35	-0.4	103	1.5	16	35	92	-4	23

New compounds follow.
SMILES	RAM network inh	APP transl inh	Hsp70 act	STAT1 act	NF-kB expr up	STAT3 inh	APP 5'UTR act	STAT3 activator	STAT1 inh	FLuc inh counter
Cc1ncc(N=Nc2ccc(F)cc2)c(-c2ccc(Cl)cc2)n1	2.8	-3	-0.4	100	1.1	4	3	99	0	-8
Cn1c(=O)c(C(=O)c2ccccc2)nc2ccccc21	2.5	-19	-0.1	103	0.98	-7	19	111	-3	-9
Cc1nn2c(N)csc2nc1=O	0.5	-1	0.0	100	0.94	-2	1	104	-1	-10
Cc1ccc(S(=O)(=O)Nc2cc(=O)[nH]c(SCc3ccc(Cl)cc3)n2)cc1	2.3	0	0.2	91	0.91	-2	0	100	10	-8
CCn1c(Cc2ccccc2)nnc1SCC(=O)Nc1ccccc1O	2.2	9	-0.1	100	1.2	-4	-9	108	-3	-4
CC(C)COC(=O)c1ccccc1N1C(=O)C2C3CCC(C3)C2C1=O (stereo not drawn)	-0.4	-9	-0.4	104	1	-3	9	105	-4	-3
O=C(NC1CCCCCC1)C(=S)NC1CCCCC1	4.2	-98	0.0	118	1.6	-1	98	105	-23	1
O=C(O)C1C2CC2CN1C(=O)c1ccc(Cl)cc1 (stereo not drawn)	0.2	13	0.1	97	1.1	7	-13	100	2	-10
CC(C)N(C(=O)C(=O)c1cccn1-c1ccccc1C#N)C(C)C	-0.3	-1	-0.1	98	0.89	0	1	104	2	-5
CCCCc1ccc(NC(=S)NCc2cccs2)cc1	4.8	12	-0.1	104	1.7	6	-12	99	-4	-8
Cn1c(NC(=O)c2ccc(Br)o2)cc(=O)n(C)c1=O	-0.7	-6	-0.1	99	1.1	8	7	97	2	-1
COc1ccc(N2C(=O)CC(NCCNc3ccc([N+](=O)[O-])cn3)C2=O)cc1 (stereo not drawn)	2.5	29	-0.1	97	1.1	20	-29	86	3	-5
CN(c1ccccc1)S(=O)(=O)c1ccc(Cl)c(C(=O)Nc2ccc(-c3nc4ccccc4[nH]3)cc2)c1	8.1	-16	-0.2	82	0.53	5	16	96	20	-5
C/C=C/C(=O)OCC(=O)Nc1cccc(F)c1	-0.1	2	-0.3	103	1.1	7	-3	100	-5	1
O=C(O)CCCCCN1C(=O)c2ccc(C(=O)O)cc2C1=O	1.5	0	-0.5	98	1.5	5	0	102	2	-10
Cc1ccc(NC(=O)Cn2c(O)c(N=NC(=O)c3ccncc3)c3ccccc32)cc1	2.5	-2	0.0	100	0.88	-2	2	103	-2	4
Cc1ccc(NC(=O)O/N=C2\CCCCC2c2ccc([N+](=O)[O-])cc2[N+](=O)[O-])cc1 (stereo not drawn)	2.3	-10	-0.3	97	1.3	-1	10	102	4	-10
COc1cc2[nH]c(=O)n(CCC(=O)NCCCN3CCN(c4ccccc4F)CC3)c(=O)c2cc1OC	2.5	-15	0.0	95	1.2	10	15	98	6	-5
COc1cccc(C2CC(c3ccc(Cl)cc3Cl)n3nc(N)nc3N2)c1 (stereo not drawn)	1.7	.	-0.2	96	0.89	11	.	98	5	-2
CCOC(=O)C(C)n1nc(/C=C/c2ccccc2)ccc1=O (stereo not drawn)	0.7	-7	-0.3	102	1.1	3	7	106	-2	-6
O=c1cc(CSc2nnnn2-c2ccccc2)nc2sccn12	0.6	-4	0.0	102	0.97	-4	4	104	-3	-8
Cc1ccc(S(=O)(=O)CC#CCOC(=O)c2ccc([N+](=O)[O-])cc2)cc1	1.7	1	-0.3	75	0.87	11	-1	94	28	-2
Cc1noc(C)c1C(=O)Nc1ccc(F)c(F)c1	1.4	8	-0.7	102	1	2	-7	104	-3	-8
N#Cc1c(-c2ccccc2)nc(SCC(=O)N(c2ccccc2)c2ccccc2)[nH]c1=O	7.8	-2	-0.4	106	0.9	-8	2	102	-7	2
Cc1cc(C(=O)N2CCN(c3ccc([N+](=O)[O-])cc3)CC2)no1	0.9	1	-0.2	92	1.1	15	-1	90	9	-7
O=C(NC(=S)NC1CCCC1)c1ccccc1Br	0.4	-1	-0.2	110	1.3	-7	1	106	-11	-5
CC(C)c1ccc(C2NC(=O)CCC2[N+](=O)[O-])cc1 (stereo not drawn)	0.0	-10	-0.2	101	1.2	0	10	104	-3	-6
COc1cccc(/C=N/NC(=O)C(=O)NCc2cccnc2)c1	0.7	-6	-0.3	88	1.1	16	6	91	13	-4
CSc1ccc(CN2C(=O)NC3(CCCCC3)C2=O)cc1	-1.3	14	-0.1	99	1.3	9	-14	95	0	-9
Cc1ccc(NC(=O)c2cc(S(=O)(=O)N3CCOCC3)c(Br)s2)cc1	5.0	-5	-0.4	92	0.87	-1	5	103	9	-3
CCOC(=O)CSc1nc2c(c(=O)[nH]c(=O)n2C)n1CCc1ccccc1	1.2	1	-0.4	97	1.1	7	-1	102	3	-5
CC(C)(C)c1cccc(OCCCSc2ncccn2)c1	-0.5	-9	-0.1	100	1.4	0	9	103	0	-5
O=C(O)/C=C/c1ccc2noc(-c3ccccc3)c2c1	3.1	4	0.2	116	.	9	-4	97	-17	6
Cc1ccc(-c2nnc3c4ccccc4c(C)nn23)cc1NC(=O)CN1CCOCC1	1.3	0	-0.1	102	1.1	15	0	89	-2	-2
O=C(O)C1CC(c2ccc(F)cc2)=NO1 (stereo not drawn)	1.0	-1	-0.5	102	1.1	5	1	101	-3	-4
N=c1c(C(=O)NCC2CCCO2)cc2c(=O)n3ccccc3nc2n1Cc1cccnc1 (stereo not drawn)	2.8	4	-0.4	100	1.3	4	-4	100	-2	-4
O=C(CCc1ccccc1)Nc1ccc(Cl)cn1	0.8	75*	0.5	130*	1.9	4	-75	101	-33	5
COC(=O)[C@@]1(Cc2ccc(F)cc2)[C@H]2c3cc(C(=O)N4CCCC4)n(CCc4ccccn4)c3C[C@H]2CN1C(=O)c1ccccc1	-0.7	2	-0.3	88	1	9	-2	90	13	0
O=C(NC1CCCCC1)C(c1cccs1)N(C(=O)C(F)(F)F)c1ccccc1 (stereo not drawn)	1.7	-4	0.0	90	1.1	-4	4	113	11	-4
O=C(CCCCCn1c(=S)[nH]c2ccc(N3CCOCC3)cc2c1=O)NCCc1ccccc1	5.0	.	-0.3	112	1.2	-4	.	103	-14	-7
O=S(=O)(NC12CC3CC(CC(C3)C1)C2)c1ccc(F)cc1	2.2	10	-0.3	94	0.79	10	-10	96	7	-3
CC1=NN(c2nc(-c3ccc(F)cc3)cs2)C(=O)C1	2.6	-15	-0.1	101	1.2	2	15	99	-2	-2
CC1CCCCN1C(=O)CSc1nnc(-c2ccco2)n1CC1CCCO1 (stereo not drawn)	0.0	-7	0.0	106	1	2	7	101	-6	-4
CC1CCN(S(=O)(=O)c2ccc(S(=O)(=O)NCc3ccco3)cc2)CC1	3.6	-16	-0.3	97	1.1	5	16	98	5	-6
CCS(=O)(=O)N1CCN(c2cccc(C)c2C)CC1	0.9	-11	-0.6	99	1.1	10	11	97	1	-4

The order is random. Share with any hit: about 7.7%.
